TRPV1 ag – activates the human vanilloid receptor TRPV1; activation, % at 8.33 µM; hit rate 0.19% among 320,000; AID 540275; Q8NER1; TRPV1-expressing cells, Fluo-8 calcium influx, agonist mode; in the data active = activation above about 80%; inconclusive = between about 30% and that limit; also: 0% is about no effect
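TRPV1-expressing cells were cultured overnight at 35.5C and loaded with Fluo-8 calcium dye for 40 to 90 min at room temperature. After a 10 s baseline, compound was added and calcium influx was read kinetically for 3 min (ex 480/em 520 nm).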
MLL CXXC-DNA inh – inhibitors of human MLL CXXC domain-DNA interaction. MLL-CXXC / FITC-HOXA9 DNA fluorescence polarization. Potency, µM (series often up to 115 µM), inactives show at the top dose activity change, negative = inhibition, most hits filed as inhibitors. hit rate 0.037% among 290,000; active = well fitted inhibition curve with a large enough effect in the polarisation, with a control signal flat, not every such curve was filed as active; inconclusive = small, poorly fitted or top-dose-only effect, or effect the other way, or a change in a side signal; inactive = no such curve, though single readings can be large or run the other way; the % refers to the polarisation; also: potency is read from the fitted curve at half-maximal effect
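Steps: dispense CXXC domain solution (7 uM) → pin compounds or unlabeled HOX-A9 DNA control → 5 min ambient → add FLSN-HOX-A9 solution (50 nM) → spin → 30 min ambient → fluorescence polarization. Tris pH 7.5/NaCl/DTT/BSA buffer.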
B2AR arrestin – agonists driving beta-arrestin recruitment to human beta2-adrenergic receptor. P07550. beta-arrestin recruitment to beta2AR, cell-based reporter. Potency, µM (titrated, usually from 46.1 µM), inactives show at the top dose activation, actives largely listed as activators. hit rate 0.02% among 330,000. AID 492947;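 also: potency is read from the fitted curve at half-maximal effect; 0% = DMSO controls and full agonism = EC100 isoproterenol or metaproterenol; nearly all actives have a fitted effect of over 65% in size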
Menin-MLL TR inh – inhibitors of human menin-MLL interaction, mutant MLL peptide | O00255 | Menin + Texas Red MLL mutant peptide, fluorescence polarization | Potency, µM (titrated, usually from 61.6 µM), for the others: at the highest dose FP activity change, negative = inhibition, hits mostly inhibitors | hit rate 0.23% among 270,000 | AID 1768; active = well fitted inhibition curve with a large enough effect in the polarisation, with a control signal flat, not every such curve was filed as active; inconclusive = small, poorly fitted or top-dose-only effect, or effect the other way, or a change in a side signal; inactive = no such curve, though single readings can be large or run the other way; the % refers to the polarisation; also: potency is read from the fitted curve at half-maximal effect; % of control where 0% means no effect; many of its hits are not listed in these tables
KCNH2 3.1 inh – KCNH2 3.1 (human) potassium channel inhibition | U2OS KCNH2 3.1, thallium flux FluxOr; stronger effect = lower value | activity change, % (tested at about 1.8 µM) | hit rate 0.95% among 340,000;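 active = maximum activity change below -70%; inconclusive = maximum activity change from -70% to -50%; inactive = maximum activity change above -50%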;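 also: thallium influx rate constant from kinetic fluorescence after stimulation buffer; % is scaled to controls: 0 for no effect and ±100 for the full control effect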
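Channel expression came from 3.1 mutant virus (1.77 x 10^8 /mL) applied to suspended U2OS cells for 4 h. Flux was tracked with FluxOr dye plus Red40 quencher, and kinetic rate constants normalized to controls.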
USP2a inh – blocks human ubiquitin-specific protease USP2a. hit rate 0.01% among 330,000. O75604. Potency, µM (top dose mostly 38.3 µM), inactives show at the top dose activity change, negative = inhibition, most hits filed as inhibitors. USP2 core, Ub-CHOP2 coupled fluorogenic reporter, 485/531. AID 463254;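 also: potency is read from the fitted curve at half-maximal effect; plate controls were DMSO wells for no effect and full inhibition by NEM control for full effect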
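Deubiquitinase activity read as fluorescence (485/531 nm) after Ub-CHOP2 cleavage activates the enterokinase reporter on its substrate; USP2 core 10nM, Ub-CHOP2 and substrate 25nM each, 30min compound preincubation then 60min RT; data normalized to NEM, curves fitted.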
Giardia killer – Giardia lamblia killing; Giardia lamblia trophozoite viability; activity change, % at 7.66 µM, hits read low; hit rate 0.15% among 340,000; AID 540267; in the data active = activity change below about -80%; inconclusive = between about -30% and that limit;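 also: parasites exposed to compound for two days anaerobically before the ATP read; % is scaled to controls: 0 for no effect and ±100 for the full control effect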
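Trophozoite viability was measured as ATP-dependent luminescence, read 15-30 min after reagent addition. Before that, parasites at 100 cells/well were exposed to compounds for 48 h, anaerobically, at 37 deg C.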
KCNH2 WT inh – inhibitors of human wildtype KCNH2 potassium channel; activity change, % at 1.84 µM; U2OS, BacMam KCNH2, thallium flux FluxOr; stronger effect = lower value; hit rate 0.37% among 340,000; Q12809;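 active = maximum activity change below -70%; inconclusive = maximum activity change between -70% and -50%; inactive = maximum activity change above -50%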; also: % is scaled to controls: 0 for no effect and ±100 for the full control effect
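U2OS cells transduced with wild-type KCNH2 virus are loaded with FluxOr dye for 45 min, and thallium flux is measured in kinetic reads before and after stimulation buffer. Rate constants are normalized to DMSO controls.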
PKM2 activator – increases activity of human pyruvate kinase M2. P14618. purified PKM2, Kinase-Glo ATP luminescence, activation; response scale: 0% is enzyme alone, no compound. Potency, µM (doses to about 57.5 µM), for inactives: top-dose activation, actives largely listed as activators. hit rate 0.34% among 260,000; also: potency is read from the fitted curve at half-maximal effect; % is scaled to controls: 0 for no effect and ±100 for the full control effect; nearly all actives have a fitted effect of over 55% in size
Target sequence (P14618 whole entry, looked up): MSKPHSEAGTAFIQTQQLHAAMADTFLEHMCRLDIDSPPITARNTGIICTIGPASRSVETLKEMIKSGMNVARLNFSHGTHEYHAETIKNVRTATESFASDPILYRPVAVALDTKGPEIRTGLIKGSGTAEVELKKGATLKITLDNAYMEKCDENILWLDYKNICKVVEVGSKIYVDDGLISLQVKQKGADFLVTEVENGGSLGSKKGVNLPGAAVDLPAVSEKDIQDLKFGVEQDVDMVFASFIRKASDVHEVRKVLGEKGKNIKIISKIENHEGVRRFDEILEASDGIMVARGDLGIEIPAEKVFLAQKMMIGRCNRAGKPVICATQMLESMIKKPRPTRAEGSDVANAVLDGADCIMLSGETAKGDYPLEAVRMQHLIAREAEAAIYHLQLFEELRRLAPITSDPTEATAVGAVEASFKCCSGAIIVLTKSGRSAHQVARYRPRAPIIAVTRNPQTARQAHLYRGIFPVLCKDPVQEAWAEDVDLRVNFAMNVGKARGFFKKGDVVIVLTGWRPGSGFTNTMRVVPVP
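ATP formation by purified human PK-M2, quantified via coupled luciferase luminescence after 1 h at room temperature with 0.1 mM ADP and 0.5 mM PEP final.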
GALK inh – blocks human galactokinase activity; P51570; Purified GALK, Kinase-Glo residual ATP luminescence; Potency, µM (series often up to 57.5 µM), without a hit: at the highest dose activity change, negative = inhibition, usual class: inhibitors; hit rate 0.007% among 270,000; AID 1868; also: potency is read from the fitted curve at half-maximal effect; % is scaled to controls: 0 for no effect and ±100 for the full control effect
Target sequence (P51570 whole entry, looked up): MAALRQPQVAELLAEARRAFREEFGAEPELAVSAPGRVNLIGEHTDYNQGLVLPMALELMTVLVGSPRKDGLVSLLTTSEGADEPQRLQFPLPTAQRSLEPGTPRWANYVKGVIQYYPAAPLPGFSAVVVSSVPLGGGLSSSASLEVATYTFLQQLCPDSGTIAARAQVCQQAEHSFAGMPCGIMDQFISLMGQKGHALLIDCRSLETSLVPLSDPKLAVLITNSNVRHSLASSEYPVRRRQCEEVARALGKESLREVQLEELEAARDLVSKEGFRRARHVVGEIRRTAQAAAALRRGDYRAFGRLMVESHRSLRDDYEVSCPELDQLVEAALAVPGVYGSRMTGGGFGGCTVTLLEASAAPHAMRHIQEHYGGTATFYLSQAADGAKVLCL
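Quantitative HTS: GALK 5 nM, ATP 35 uM, galactose 100 uM, 1 h room temperature, then luciferase-based ATP detection.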
FBPA coupling cs – inhibits coupling enzyme system, counter-screen for aldolase hits | coupling enzyme system counterscreen, AmpLite Red fluorescence | activity change, negative = inhibition, % at 58.2 µM, hits read low | hit rate 0.67% among 290,000; in the data active = activity change below about -30%; also: % is scaled to controls: 0 for no effect and ±100 for the full control effect
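First, compound is pin-transferred into glyceraldehyde-3-phosphate coupling-enzyme reagent at 57.5 uM final and held 10 min at RT. Next, substrate, coupling system and AmpLite Red are added. After 20 min RT, fluorescence (525/598 nm) is read.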
* = called active by the depositor; ? = inconclusive; / = not tested or not shown; [ ] = dose if it differs, or a comment. Unless noted, calls follow the shape of the dose curve; as a rule, active = well fitted curve in the direction sought with a large enough effect; inconclusive = small, poorly fitted or top-dose-only effect, or another doubt; inactive = no such curve, though single readings can be large; an effect the other way counts as inactive or inconclusive. A portion of the library; the hit share may differ from the screen's.

smiles	TRPV1 ag	MLL CXXC-DNA inh	B2AR arrestin	Menin-MLL TR inh	KCNH2 3.1 inh	USP2a inh	Giardia killer	KCNH2 WT inh	PKM2 activator	GALK inh	FBPA coupling cs
COc1cc(/C=N/NC(=O)CSc2ccccn2)ccc1O	-3	-2%	0.0%	/	-1	-1%	-7	-6	1%	2%	-1
Cc1cc(Cl)ccc1NC(=O)CSc1nnc(-c2ccncc2)n1Cc1ccco1	-2	-14%	0.3%	4%	-8	-8%	-2	8	-7%	2%	5
C=CCc1cccc2ccc(=O)oc12	-2	-3%	-1.0%	-5%	20	1%	-10	-4	-2%	0%	1
COc1ccc(OCC(O)COc2ccc(C(=O)O)cc2)cc1 (stereo not given)	3	0%	0.0%	-3%	18	2%	7	5	-1%	0%	12
Cc1ccc(NS(=O)(=O)c2ccc(C(=O)NCc3ccc(S(N)(=O)=O)cc3)cc2)cc1	/	/	0.1%	/	11	1%	3	-6	/	/	/
O=c1cc(O)c2c(=O)[nH]c(=O)n(-c3ccccc3)c2[nH]1	1	0%	-1.1%	0%	3	0%	-15	3	0%	-3%	-2
O=C(COC(=O)c1ccccn1)Nc1nccs1	-6	-3%	0.1%	1%	-6	-5%	-5	0	-2%	2%	0
COc1ccccc1CNC(=O)CN1C(=O)NC2(CCCc3ccccc32)C1=O (stereo not given)	-2	/	-0.6%	/	6	1%	-11	12	/	/	/
CN1CCN(NC(=O)c2ccc(Br)s2)CC1	0	-5%	0.5%	/	3	11%	47[activator]	8	1%	0%	1
O=C(Nc1nc2n(n1)C(c1ccccc1)CC(c1ccc(Cl)cc1)N2)c1ccco1 (stereo not given)	0	22%	-0.2%	-6%	?	1%	-6	-9	1%	1%	-1
CC(=O)N(Cc1ccco1)Cc1cc2cccc(C)c2n2nnnc12	2	2%	-1.0%	-22%	/	2%	/	/	?	13%	-1
COc1ccc(C(=O)Nc2ccc(OCC(F)(F)C(F)F)c(C(F)(F)F)c2)cc1OC	-2	0%	0.6%	32%[activator]	-24	0%	20	-12	1%	3%	-5
CCOC(=O)C1=NN(C(=O)Cc2ccccc2)C(O)(c2ccc(Cl)cc2)C1 (stereo not given)	16	-4%	0.4%	-8%	3	0%	6	4	-6%	1%	2
Cc1c(C(=O)NC(C)C)oc2c1-c1[nH]ncc1CC2	-2	-6%	-1.0%	4%	-2	-5%	?	-5	1%	-2%	-39*
Cc1ccc(S(=O)(=O)N(C)C[C@@H]2Oc3c(NC(=O)C4CC4)cccc3C(=O)N([C@@H](C)CO)C[C@@H]2C)cc1	/	/	-0.6%	/	-2	-2%	1	1	/	/	/
Nc1nc(NC(=O)/C=C/c2ccc(F)cc2)nn1-c1ccccc1	/	-1%	0.1%	/	-6	3%	-7	-5	2%	-3%	1
CCOc1ccc(NC(=O)Nc2cc(C)ccc2F)cc1	3	-4%	0.1%	-23%	1	5%	-2	-4	-39%	9%	3
COC(=O)COc1ccc(C(=O)OC)cc1	0	-1%	-0.2%	-9%	-9	0%	-2	4	3%	-4%	2
CC(c1ccco1)N(C(=O)C12CC3CC(CC(C)(C3)C1)C2)c1ccccn1 (stereo not given)	26	1%	-0.4%	-11%	10	-2%	-10	19	-15%	0%	0
Cc1ccc(C(=O)OCC(=O)Nc2ccccc2Sc2ccccc2)cc1C	18	13%	-0.2%	-5%	-21	-2%	-1	-7	1%	0%	-5
COCCCNC(=O)CCCn1c(=O)c2ccccc2n(CC(=O)Nc2c(C)cc(C)cc2C)c1=O	3	-1%	9.7%	-4%	3	11%	5	2	-20%	/	2
CCc1nnc(NC(=O)CC(C)c2ccccc2)s1 (stereo not given)	0	1%	-1.0%	-4%	-4	0%	6	5	1%	-4%	3
Nc1nc(SCC(=O)NNc2c(Cl)cc(Cl)cc2Cl)n[nH]1	-2	-2%	-0.4%	17%	-12	0%	-16	0	-3%	-4%	4
COc1ccc([N+](=O)[O-])cc1NC(=O)C(C)OC(=O)c1cccnc1Cl (stereo not given)	-3	26%	-0.6%	-5%	3	-1%	-4	13	2%	0%	4
CCOC(=O)c1sc(NC(=O)C(C)C)c(C#N)c1C	2	-12%	-0.8%	-9%	6	2%	8	13	-4%	1%	0
CC1(C)NC(=O)N(CC(=O)O)C1=O	-1	32%[activator]	-0.4%	3%	-14	1%	-13	-9	-2%	0%	2
O=C(N/N=C/c1cc([N+](=O)[O-])ccc1O)c1cc(-c2ccccc2)nc2ccccc12	-1	-4%	-0.2%	?	-2	-1%	-12	-3	1%	1%	12
CCOc1ccc(CCNC(=O)COC(=O)Cn2nc(C)c([N+](=O)[O-])c2C)cc1OCC	4	/	0.2%	/	12	-1%	-1	-3	/	/	/
O=C1CC(=O)N(CCc2ccc(F)cc2)C(=O)N1	-1	1%	0.3%	15%	-4	1%	-6	0	6%	-2%	6
CCn1cnc2cc([N+](=O)[O-])ccc21	0	12%	-0.3%	3%	6	-1%	29	-10	-2%	0%	-2
CCOc1ccc(C(=O)Nc2ccc(-c3nc4ccccc4[nH]3)cc2)cc1[N+](=O)[O-]	0	15%	-0.9%	0%	-71*	1%	-5	-19	-21%	2%	1
O=C(O)CSc1c(-c2cccs2)[nH]c2ccccc12	-3	10%	-0.1%	-7%	23	2%	2	/	-5%	1%	3
COCn1c(=O)c2c(nc(SC3=NCCS3)n2Cc2ccccc2C)n(COC)c1=O	/	2%	0.1%	/	2	-4%	-2	-1	-4%	9%	-12
CCc1c(C)nc(SCc2cccnc2)[nH]c1=O	-4	-6%	-0.8%	10%	?	-7%	-12	-12	/	-4%	-3
Cc1ccccc1-c1coc2cc(O)ccc2c1=O	3	1%	-0.4%	27%	6	9%	-8	-3	-6%	0%	0
COc1ccc(/C=C/C(=O)Nc2sc(Cc3ccccc3)c(C)c2C(N)=O)cc1	3	5%	-0.1%	?	2	-4%	30[activator]	-13	-9%	-2%	-1
CC(=O)OCCN(Cc1ccccc1)Cc1ccc2c(c1)OCO2	10	-3%	-0.1%	-6%	15	1%	10	2	-1%	-4%	0
CCCc1cc(=O)oc2cc(OCC(=O)NCCCn3ccnc3)ccc12	7	12%	-0.9%	-5%	-24	6%	15	-2	8%	-1%	-4
O=C(N/N=C/C1C(c2ccccc2)C1(Cl)Cl)c1cccc(Br)c1 (stereo not given)	13	17%	-0.3%	?	-4	-8%	-11	-1	-10%	0%	3
O=C(NCc1nnnn1-c1ccc(F)c(F)c1)c1cc2ccccc2o1	?	/	-0.1%	/	-3	0%	-17	-22	/	/	/
O=C(O)CN(Cc1ccccc1)S(=O)(=O)c1ccc(F)cc1	-1	-4%	-0.3%	0%	6	2%	-3	15	1%	0%	6
CCOC(=O)c1nn(-c2c(C)n(C)n(-c3ccccc3)c2=O)cc1O	0	0%	-0.2%	-11%	3	2%	4	2	-2%	10%	3
O=C1C2CCCN2C(=O)N1CCCN1CCN(c2cccc(Br)c2)CC1 (stereo not given)	-2	11%	-0.6%	-14%	-1	0%	2	9	3%[11.5 µM]	-1%	0
Cc1ccc(/C=N/N=C2\SCC(=O)N2CC2CC2)cc1	11	-10%	0.1%	/	-1	0%	-5	-4	-8%	1%	1
CC(C)n1cc(/C=C2/SC(=O)N(CC(=O)N3CCCC3)C2=O)c2ccccc21	0	-5%	-1.0%	?	16	-4%	9	-3	-10%	3%	-4
COc1cccc2cc(/C(C)=N/NC(=O)c3ccco3)oc12	-4	-16%	-1.1%	-17%	?	-1%	-1	4	5%	0%	0
CCC(=O)Nc1cccc(-c2cn3cccc(C)c3n2)c1	-2	2%	-0.5%	/	6	2%	0	-10	-4%	6%	4
CCc1ccc(NC(=O)COn2nnc3ccc(S(=O)(=O)N(C)C)cc32)cc1	-2	7%	-1.6%	?	10	-1%	14	3	-25%	-1%	2
Cn1c(N)c(N=O)c(=O)n(C)c1=O	-5	-13%	-0.1%	/	-10	1%	6	1	0%	0%	0
COC(=O)[C@]1(C)N[C@H](CN(C)S(=O)(=O)c2ccc(-c3ccccc3)cc2)[C@@H]2C(=O)N(Cc3ccccc3)C(=O)[C@@H]21	/	/	-0.8%	/	7	0%	?	-23	/	/	/
CCOc1ccccc1Oc1cn[nH]c1-c1ccc(OC)cc1O	11	-3%	0.1%	?	13	-8%	7	-1	0%	1%	-7
CC1CCCN(S(=O)(=O)c2ccc(S(=O)(=O)N3CCCC3)cc2)C1 (stereo not given)	1	4%	0.1%	/	0	1%	8	1	/	4%	3
